# Screening results from PubChem BioAssay.
# Fluor 339 460: intrinsic fluorescence of library compounds, ex339/em460 – biochemical, MLSMR library, data from DPM-DC assay, artefact control, profiling panel; compound autofluorescence, ex339/em460 nm, NADH buffer; hits give high values; 1 = no-compound wells, NADH background; fluorescence fold increase at 10 µM; actives 5.5% (n = 65,000);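 active = at 10 µM, mean starting fluorescence two-fold or more over control wells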;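 also: signal is the first read of a kinetic run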
# NADH coupling: blocks coupling enzymes of NAD/NADH assays. coupled PK/LDH NADH assays, four targets. IC50, µM (top dose mostly 10 µM), without a hit: at the highest dose inhibition. actives 0.02% (n = 65,000);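 active = single-dose screening hits from any of four coupled enzyme assays that gave an IC50 when retested across doses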;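 also: the DPM-DC format reads NADH fluorescence rather than 340 nm absorbance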
# Abs 340nm: compounds absorbing at 340 nm. 65,000 tested, under 10 active. fold change at 10 µM. AID 708. compound absorbance at 340 nm, fold over control;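 active = at 10 µM dose, initial 340 nm absorbance at least 2 fold that of control wells; inactive = change under 2 fold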;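 also: initial absorbance extrapolated from kinetic A340 decline of NADH oxidation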
# * hit, by the source's call. These rows are one share of the data; count on the stated rates, not on these rows.
SMILES,Fluor 339 460,NADH coupling,Abs 340nm
OCc1cnc[nH]1,1.1,1%,1
